Ec RNAP inh – inhibitors of Escherichia coli RNA polymerase. inhibition, %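 (tested at 10 µM)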. E. coli RNA polymerase, fluorescence transcription assay. AID 559. P0A8V2. 0.2% of 62,000 active; in the data active = inhibition above about 20%;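 note: 0% = enzyme without compound and 100% = no enzyme blank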
RORA act – RORA (human) activation. AID 560. CHO-K1 Gal4-RORA LBD luciferase reporter, luminescence; percent increase over mock-subtracted basal signal. activation, % at 10 µM. 1.5% of 65,000 active. P35398;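 active = activation above the mean of all tested compounds plus 3 SD, cut at about 49% in these data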;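 note: 0% = DMSO-treated RORA cells and 100% = added signal equal to DMSO minus mock-transfected cells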
M1 ag – activates the M1 muscarinic receptor; 3% of 64,000 active; B-score at 10 µM; CHO-M1 cells, Fluo-4 calcium fluorescence, agonist mode; active compounds read high;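 active = fluorescence rise, raw or as B-score row- and column-corrected plate score, outside the 99.7% band of its plate's samples, either direction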
SF-1 act – SF-1 (human) activation; CHO-K1 Gal4-SF-1 LBD luciferase reporter; % increase over DMSO SF-1-specific signal; activation, % at 10 µM; 1.9% of 65,000 active; AID 522;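 active = activation above the mean activation of all tested compounds plus 3 SD, cut at about 50% in these data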
Target sequence (Q13285 whole entry, looked up, the tested form may be a part): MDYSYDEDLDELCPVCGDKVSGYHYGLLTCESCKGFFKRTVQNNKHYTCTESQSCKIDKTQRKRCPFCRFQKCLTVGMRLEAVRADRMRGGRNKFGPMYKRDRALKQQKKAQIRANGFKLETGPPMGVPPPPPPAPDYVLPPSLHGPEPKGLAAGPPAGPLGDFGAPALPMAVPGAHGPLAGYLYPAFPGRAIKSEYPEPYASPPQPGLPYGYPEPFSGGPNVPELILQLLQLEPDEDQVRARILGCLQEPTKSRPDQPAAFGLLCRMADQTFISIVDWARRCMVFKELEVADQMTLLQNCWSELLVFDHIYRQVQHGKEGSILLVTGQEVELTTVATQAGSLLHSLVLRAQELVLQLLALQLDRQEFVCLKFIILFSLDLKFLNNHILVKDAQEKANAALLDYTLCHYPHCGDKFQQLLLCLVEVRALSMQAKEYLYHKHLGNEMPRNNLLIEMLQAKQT
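Material: Gal4–SF-1 LBD one-hybrid luciferase reporter in CHO-K1 cells | Amount: 4,000 cells per well | Compound dosing: 10 µM single point, 1% DMSO | Schedule: 20 h compound treatment, 37 °C | Measured by: SteadyLite luciferase luminescence | Evaluation: Percent activation versus DMSO | Control set: DMSO-treated SF-1-transfected cells as negative, DMSO-treated mock-transfected cells lacking SF-1 as background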
tolC growth inh – blocks growth of E. coli BW25113 tolC mutant | 2.2% of 65,000 active | growth inhibition, % at 10 µM (by protocol) | AID 573 | OD615;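 active = growth inhibition at or above a cutoff equal to the mean over every tested compound plus 3 SD, cut at about 60% in these data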;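 note: growth measured after 20 h incubation at 37 °C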
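test system = E. coli BW25113 ΔtolC::kan bacteria | medium = LB with kanamycin 50 µg/mL | signal = OD at 615 nm | schedule = 37 °C, 20 h exposure | evaluation = % inhibition of E. coli growth | compound dosing = one dose of 10 µM final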
TNAP act mid DEA – activates human TNAP at intermediate phosphate acceptor concentration | purified TNAP, CDP-star luminescence, 100 mM DEA, 30 min; active compounds read high; scale: 0 levamisole-inhibited, 1 vehicle-only enzyme | activation factor at 20 µM | 64,000 tested, under 10 active | AID 813;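 active = activation factor of at least 2 at 20 µM, relative to controls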
Autofluor 339 – intrinsic fluorescence of library compounds, ex339/em460 – biochemical, MLSMR library, data from DPM-DC assay, artefact control, profiling panel. compound autofluorescence, ex339/em460 nm, NADH buffer; active compounds read high; 1 = no-compound wells, NADH background. fluorescence fold increase at 10 µM. 5.5% of 65,000 active. AID 709;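 active = at 10 µM, mean starting fluorescence two-fold or more over control wells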;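 note: signal is the first read of a kinetic run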
M1 antag – antagonists of rat M1 muscarinic receptor; 3.4% of 64,000 active; AID 628; P08482; B-score at 10 µM; CHO-M1 cells, Fluo-4 calcium, ACh EC80 antagonist mode; active compounds read low;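 active = calcium fluorescence response, raw or row-and-column corrected B-score, differing from the plate sample mean either way at a set confidence level, mostly lower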
Target sequence (P08482 whole entry, looked up): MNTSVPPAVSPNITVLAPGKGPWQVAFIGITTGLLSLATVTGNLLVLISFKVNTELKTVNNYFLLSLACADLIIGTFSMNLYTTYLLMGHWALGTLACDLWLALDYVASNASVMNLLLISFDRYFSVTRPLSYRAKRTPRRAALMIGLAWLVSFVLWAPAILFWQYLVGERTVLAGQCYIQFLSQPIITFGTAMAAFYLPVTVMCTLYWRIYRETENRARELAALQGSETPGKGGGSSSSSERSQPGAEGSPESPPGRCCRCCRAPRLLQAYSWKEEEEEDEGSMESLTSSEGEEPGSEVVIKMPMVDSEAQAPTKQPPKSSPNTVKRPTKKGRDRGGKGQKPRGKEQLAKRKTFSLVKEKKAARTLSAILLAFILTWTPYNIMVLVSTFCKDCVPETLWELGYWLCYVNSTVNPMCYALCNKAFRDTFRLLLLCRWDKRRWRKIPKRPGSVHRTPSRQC
NADH coupling – blocks coupling enzymes of NAD/NADH assays; coupled PK/LDH NADH assays, four targets; IC50, µM (highest dose often 10 µM), for the others: at the top dose inhibition; 0.02% of 65,000 active; AID 774;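 active = single-dose screening hits from any of four coupled enzyme assays that gave an IC50 when retested across doses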;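 note: the DPM-DC format reads NADH fluorescence rather than 340 nm absorbance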
* marks the source's active call; other numbers are inactive results; / = not tested or not shown; [ ] = remark or other dose.

Order of results: M1 antag	NADH coupling	RORA act	tolC growth inh	SF-1 act	M1 ag	Autofluor 339	TNAP act mid DEA	Ec RNAP inh
CCc1ccc2[nH]cc(C(=O)OCCOC)c(=O)c2c1
 : -0.295	5.0%	-1.3	-10.3	2.3	0.0336	1.11	0.9	1.5
CC(=O)NCCOc1nc(N(C)C)nc(N2CCOCC2)n1
 : 0.462	0.0%	8.8	6.8	2.6	-0.104	1.13	1	5.5
CCCc1c(O)nc(SCCN(CC)CC)n(C(=O)c2ccccc2)c1=O
 : -0.108	9.0%	-11.4	-1.7	-4.5	0.448	1.03	0.8	12.4
O=C(CSCC(=O)OCn1nnc2ccccc2c1=O)Nc1ccc(Cl)cc1
 : -0.414	1.0%	-13.1	-7.4	-4.6	-0.442	1.07	/	-12.4
COc1ccc(C2NC(=O)NC(O)(C(F)(F)F)C2C(=O)c2ccc(C)cc2)cc1 (stereo not drawn)
 : -6.3*	7.0%	-6.1	1.0	5.4	-0.106	1.08	0.8	12.6
CCCCn1nnc(NC(=O)c2cc3ccccc3o2)n1
 : -1.41	2.0%	15.4	-16.4	31.1	0.368	1.01	0.9	-4.5
CCNC(=O)N1c2ccc(OCC)cc2C(C)=CC1(C)C
 : 0.943	2.0%	13.0	6.3	6.0	1.09	1.21	0.9	6.1
COc1cc(NC(=O)c2ccc(C)cc2)c(OC)cc1NC(=O)CN1CCOCC1
 : -0.336	0.0%	14.9	16.2	-2.3	0.036	1.11	0.9	3.5
CC(=O)N1CCC(Nc2ccc(C)cc2)CC1
 : 0.683	0.0%	16.6	-10.8	17.3	1.89	1.1	1	5.5
CCn1c2ccccc2c2cc(CN3CCN(C(=O)c4ccco4)CC3)ccc21
 : -0.345	28.0%	0.3	24.7	-5.0	0.165	1.08	0.9	-7.9
COCCCNC(=O)CN(Cc1ccc(Cl)cc1)S(C)(=O)=O
 : -0.119	2.0%	1.0	-5.3	-6.8	0.616	1.06	1	2.4
Fc1c(F)c(C(F)(F)F)c(F)c(F)c1N1CCN(c2ccc3nnc(C(F)(F)F)n3n2)CC1
 : -0.0654	4.0%	-6.8	8.4	10.7	0.00902	1.93	0.9	/
Cc1cc(S(=O)(=O)N2CCC(NC(=O)C34CC5CC(CC(C5)C3)C4)CC2)ccc1-n1cnnn1
 : -1.03	8.0%	-17.6	-26.2	0.7	0.0373	1.09	0.9	6.1
COC(=O)C(Cc1cnc[nH]1)NC(=O)C1CCC(=O)N1 (stereo not drawn)
 : 0.372	7.0%	2.0	-23.4	-0.3	-0.707	1.06	1	8.7
COc1cc(OC)c2c(C)cc(=O)oc2c1
 : /	14.0%[fluoresces]	0.7	/	-10.5	/	3.75*	0.9	-2.6
CC(=O)Nc1cccc(NC(=O)CSc2nn3c(=O)c(C)nnc3s2)c1
 : 0.234	13.0%	11.9	-5.5	8.8	1.18	1.35	0.9	5.4
O=C1CC(c2ccc(S(=O)(=O)NCCOc3ccccc3)cc2)CN1 (stereo not drawn)
 : 0.271	8.0%	-21.8	-9.9	-10.7	0.351	1.04	1	7.8
COc1ccc(NC(=O)c2ccco2)c(OC)c1
 : -0.527	7.0%	29.5	-3.7	48.4	0.107	0.97	1	9.0
CC(OC(=O)CNC(=O)c1ccc2c(c1)OCO2)C(=O)NCCC1=CCCCC1 (stereo not drawn)
 : 0.777	3.0%	-5.4	-6.7	0.1	-0.449	1.14	0.9	-1.7
O=C(c1cccc(Cl)c1)N(Cc1cccs1)C1CCS(=O)(=O)C1 (stereo not drawn)
 : 0.000998	4.0%	-21.6	-9.3	-2.0	-0.0479	1.11	0.9	-5.3
CCCN1Cc2cccc(C(=O)NCc3cccs3)c2C1=O
 : -0.295	2.0%	-9.4	-9.7	8.1	-0.0354	1.01	0.8	6.4
Cc1cc(-n2nc(C)cc2C)nc(N)n1
 : 0.191	1.0%	-8.4	-4.5	4.3	0.257	1.08	0.9	4.7
CN(Cc1ccco1)C(=O)c1ccc(N2CCCC2=O)cc1
 : -0.588	4.0%	-6.7	-21.6	10.3	-0.801	1.05	0.9	2.5
Clc1ccc(-c2nnc3sc(Cc4cccs4)nn23)cc1
 : 0.0641	6.0%	-15.2	16.1	-7.6	-0.847	1.03	0.9	4.3
CC(=O)NC(CC(C)C)C(=O)NC(=O)NCc1ccccc1 (stereo not drawn)
 : 0.0799	0.0%	1.2	-16.3	10.8	0.979	1.11	0.9	10.3
CCOc1ccc(-c2nnc(-c3ccco3)o2)cc1OCC
 : 0.0389	11.0%[fluoresces]	21.6	17.3	41.6	0.397	3.7*	0.9	7.6
Cc1cccc(Nc2nc3c(c(=O)n(C)c(=O)n3C)n2Cc2ccccc2)c1
 : 0.0313	2.0%	2.7	-9.6	-2.9	-0.0223	1.04	0.8	16.4
CN(Cc1ccccc1)C(=O)CCCn1c(=O)[nH]c2cc(Cl)ccc2c1=O
 : 0.0165	7.0%	1.0	-4.3	7.3	-0.912	1.11	1	2.1
CCOC(=O)C1CCCN(S(=O)(=O)c2ccc(C)cc2)C1 (stereo not drawn)
 : 0.0167	1.0%	-22.3	-4.5	-4.3	-0.227	1.1	0.9	-1.9
CCc1nn2c(N3CCOCC3)cc(C)nc2c1-c1ccc(F)cc1
 : 0.0129	2.0%	23.2	12.3	-13.4	0.538	1.25	0.9	7.7

Order of results: M1 antag	NADH coupling	RORA act	tolC growth inh	SF-1 act	M1 ag	Autofluor 339	TNAP act mid DEA	Ec RNAP inh
COc1ccc(OC)c(N/C=C2/CCCCC2=O)c1
 : 0.183	5.0%	1.7	-0.3	2.1	0.0554	1.1	0.9	0.5
COC(=O)C(C)Sc1nnc(SC(C)C(=O)OC)s1 (stereo not drawn)
 : -0.301	5.0%	-12.8	-1.9	-4.5	-0.00122	1.09	0.9	6.3
COc1ccc(S(=O)(=O)N(C)CC(=O)N2CCC(C(N)=O)CC2)cc1Cl
 : 0.289	5.0%	19.2	-13.1	-2.5	0.31	1.1	0.9	6.3
CCOc1ccc(NC(=O)CN(C)CC(=O)NC2CCCc3ccccc32)cc1OCC (stereo not drawn)
 : 0.107	5.0%	-15.7	2.0	-2.0	-0.207	1.01	1	5.8
CC(C)(C)C1CCc2[nH]c3ccccc3c(=O)c2C1 (stereo not drawn)
 : 0.102	0.0%	97.8*	4.0	55.5*	1.05	1.16	0.9	14.6
Cc1ccc(S(=O)(=O)NCCC(=O)Nc2ccc3c(c2)OCO3)cc1
 : -0.0138	3.0%	-17.9	-15.7	-3.6	-0.348	1.04	0.9	-0.6
O=C(CCN1c2ccccc2Sc2ccccc21)OCC(=O)N1CCN(C(=O)c2ccco2)CC1
 : -0.372	0.0%	-5.8	20.3	-23.6	1.55	1.14	0.9	9.1
COc1cc(C(C)=O)ccc1OCC(O)CNCC1(N2CCCCC2)CCCCC1 (stereo not drawn)
 : -0.0515	15.0%	-7.1	-16.1	12.4	0.014	1.1	1	1.2
COc1ccc(OC)c(N2Cc3cc(C)c(C)cc3C2)c1
 : -0.329	4.0%	26.8	3.0	29.5	-0.612	1.02	0.8	10.3
CN(C)c1ccc(NC(=O)c2sc(SCC(=O)Nc3nccs3)nc2N)cc1
 : -0.922	2.0%	24.6	-5.6	25.1	7.09*	1.05	0.9	13.1
Cc1ccc(NS(=O)(=O)c2cc(C(=O)O)ccc2Cl)c(C)c1
 : 0.105	3.0%	-15.7	-1.4	-10.7	0.77	1.11	0.8	-7.4
CS(=O)(=O)N(CCc1ccccc1)CC(=O)Nc1ccc2c(c1)OCO2
 : 0.513	2.0%	-1.4	2.2	1.2	-0.231	1.14	0.9	9.2
O=C(O)CCC(=O)NC1CCCCC1NC(=O)CCC(=O)O (stereo not drawn)
 : 0.398	1.0%	-9.6	-12.2	-16.4	0.631	1.06	0.9	2.4
Cc1ccsc1C(=O)OC1CCOC1=O (stereo not drawn)
 : 0.00807	8.0%	-18.5	-22.7	-1.0	-0.464	1.07	0.8	8.8
O=C(NCc1nc2ncc(Br)cc2[nH]1)c1ccccc1
 : -0.0123	2.0%	-10.7	-3.6	13.4	0.377	1.16	0.9	-1.0
CCCOC(=O)C1C2C=C[C@]3(CN(CCc4ccccc4)C(=O)[C@H]13)O2 (stereo partly drawn)
 : 0.315	3.0%	5.5	11.7	-3.0	-0.297	1.16	0.9	-4.7
O=C(CSc1n[nH]c(-c2cccnc2)n1)Nc1ccnc2ccccc12
 : -0.00299	4.0%	9.2	12.1	17.6	0.517	1.09	0.8	11.1
CCC(c1nnnn1C(C)(C)C)N1CCN(C2CCCC2)CC1 (stereo not drawn)
 : 0.817	3.0%	7.1	/	1.1	0.168	1.05	0.9	3.1
COc1ccc(OC)c(NC(=O)C2CC(=O)N(c3ccccc3)C2)c1 (stereo not drawn)
 : 0.315	3.0%	-9.5	-8.9	-6.7	-0.187	1.15	0.9	7.7
Cc1cc(NC(=O)COC(=O)c2c(C)nn(-c3ccccc3)c2C)no1
 : 0.348	2.0%	-5.9	12.3	-9.4	-0.00259	1.08	1	9.7
CCSc1nnc(NC(=O)C2CC=CCC2C(=O)O)s1 (stereo not drawn)
 : 1.68	3.0%	/	-5.5	/	0.0984	1.06	1	/
Cc1cc(Cl)ccc1OCCCC(=O)NO
 : 1.42	0.0%	-4.1	1.6	-5.5	0.603	0.99	0.9	-1.4
CCc1nc2ccccc2n(CC)c1=O
 : 0.00124	6.0%	-8.1	-8.2	18.5	12.7*	1.75	0.9	3.1
CCCCN(C)C(=O)c1oc2ccc(S(=O)(=O)N3CCCCCC3)cc2c1C
 : -1.1	3.0%	11.5	40.1	-5.3	0.594	1.02	1	-6.0
COC(=O)c1ccc(NC(=O)CSc2nnc(-c3ccncc3)n2C)cc1
 : -0.268	4.0%	3.4	-3.5	25.6	-0.9	1.15	0.9	6.0
O=C(O)C1CC=CCC1C(=O)NC12CC3CC(CC(C3)C1)C2 (stereo not drawn)
 : /	7.0%	-4.4	1.8	-19.1	1.1	1.14	0.9	-3.4
COc1ccc2oc(-c3ccccc3)c(C(=O)N3CCOCC3)c2c1
 : -0.000463	8.0%[fluoresces]	-1.3	9.0	-3.2	3.99*	2.09*	0.9	5.0
O=C(Cn1cc2c(n1)CCCC2)NCc1cccs1
 : 0.582	4.0%	-11.5	-10.6	-5.2	0.0101	1.12	1	8.6
CCN(CC)C(=O)c1sc(N)c(C#N)c1C
 : -0.0141	1.0%	11.6	-17.0	6.7	-0.224	1.1	0.9	10.9
Cc1cc(NC(=O)COC(=O)C(Cc2ccccc2)NC(=O)c2ccco2)no1 (stereo not drawn)
 : -0.0685	3.0%	-10.9	-13.1	-8.3	0.417	1.06	1	3.0
COc1cccc(NC(=O)NCc2cccn2C)c1
 : 0.267	8.0%	-11.7	-4.6	20.9	-0.143	1.13	1	4.2
O=C(CSc1nnc(-c2ccncc2)n1Cc1ccco1)c1ccc(Cl)cc1
 : -0.177	6.0%	-4.7	15.8	-5.0	-0.687	1.06	1	1.3

Arranged by the number under Ec RNAP inh (highest first): some entries from above.
SMILES | M1 antag | NADH coupling | M1 ag | Autofluor 339 | TNAP act mid DEA | Ec RNAP inh
O=C(CSc1n[nH]c(-c2cccnc2)n1)Nc1ccnc2ccccc12 | -0.00299 | 4.0% | 0.517 | 1.09 | 0.8 | 11.1
Cc1ccc(S(=O)(=O)NCCC(=O)Nc2ccc3c(c2)OCO3)cc1 | -0.0138 | 3.0% | -0.348 | 1.04 | 0.9 | -0.6
CCCCN(C)C(=O)c1oc2ccc(S(=O)(=O)N3CCCCCC3)cc2c1C | -1.1 | 3.0% | 0.594 | 1.02 | 1 | -6.0
